Screening results deposited in PubChem BioAssay by several laboratories.
RSV CPE inhibition – inhibition of RSV-induced cytopathic effect – HEp-2 cells, primary 10 µM value included (AID 2391) | HEp-2 cells, RSV-induced CPE inhibition; higher % means a stronger effect | CPE inhibition, % at 10 µM; hits with a dose series show IC50 in µM | 0.13% of 310,000 active; in the data active = a potency from the dose series; also: strong numbers were not always called active
SV40 large T antigen – SV40 large T antigen inhibitors, biochemical (AID 1903); 0.39% of 310,000 active; inhibition, % at 20 µM, or IC50 in µM where a hit was titrated; SV40 large T antigen ATPase/helicase inhibition assay; higher % means a stronger effect; in the data active = a potency from the dose series; also: strong numbers were not always called active
Dengue-2 NS5 capping – Dengue-2 NS5 methyltransferase inhibitors, primary screen, biochemical, confirmation dose response (AID 588689) | one-dose inhibition, % at 25 µM; IC50 in µM for titrated hits | Dengue-2 NS5 methyltransferase capping enzyme assay, biochemical; higher % means a stronger effect | 0.3% of 340,000 active; in the data active = a potency from the dose series
UTI89 phage lysis – protection from phage-mediated lysis, alamar blue read-out – E. coli UTI89, K1F phage, bacterial capsule biogenesis inhibitors (AID 488966); E. coli UTI89 K1F phage lysis, alamar blue, 2 h; higher % means a stronger effect; one-dose inhibition, % at 100 µM; IC50 in µM for titrated hits; 0.02% of 340,000 active;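 active = phage lysis inhibition, versus mean bacterial control, above a set limit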;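 also: capsule biogenesis inhibitors block K1F phage lysis so surviving cells raise fluorescence; higher fluorescence means more inhibition of phage lysis; actives were called in the ten point dose series up to 300 µM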
Rac1 GTP hydrolysis – MgcRacGAP GTPase-activating activity inhibitors, confirmation, biochemical, ADP Hunter fluorescence. MgcRacGAP-stimulated Rac1 GTP hydrolysis, ADP Hunter fluorescence; higher % means a stronger effect; GST-tagged Rac1 F28L mutant substrate. inhibition, % at 30 µM; hits with a dose series show IC50 in µM. 0.6% of 340,000 active;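 active = first-screen hits whose inhibition reached a set limit at any dose in the follow-up dose series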;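 also: fluorescence reports GDP produced by GAP-driven GTP hydrolysis; strong numbers were not always called active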
NTR1 agonist – agonists of NTR1, primary screen, imaging, U2OS cells, beta-arrestin-GFP, high content (AID 493036) | NTR1-U2OS beta-arrestin-GFP spot imaging, agonist mode | activation, % at 20 µM | 0.17% of 330,000 active;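 active = activation at or above 40% of the spot to cytoplasm intensity ratio, with at least 20 cells analyzed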;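 also: 0% = DMSO without peptide and 100% = 100 nM NTR1 peptide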
Target sequence (P30989 whole entry, looked up): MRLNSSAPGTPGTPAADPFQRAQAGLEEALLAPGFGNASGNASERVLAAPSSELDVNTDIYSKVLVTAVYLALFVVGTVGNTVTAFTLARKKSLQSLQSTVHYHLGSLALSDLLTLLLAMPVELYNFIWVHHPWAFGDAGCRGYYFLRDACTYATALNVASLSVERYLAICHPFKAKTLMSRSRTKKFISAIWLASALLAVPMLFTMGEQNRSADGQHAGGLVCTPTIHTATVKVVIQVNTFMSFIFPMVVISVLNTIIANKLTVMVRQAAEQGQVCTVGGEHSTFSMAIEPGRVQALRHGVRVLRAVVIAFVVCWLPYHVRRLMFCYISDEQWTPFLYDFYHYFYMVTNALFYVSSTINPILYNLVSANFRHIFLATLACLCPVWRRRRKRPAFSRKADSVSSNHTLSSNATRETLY
AID2073 – inhibitors of Mint1-CaV2.2 protein interaction, biochemical, HTRF (AID 2073); HTRF protein-protein interaction, Mint1-CaV2.2; higher % means a stronger effect; inhibition, % at 20 µM, or IC50 in µM where a hit was titrated; 0.19% of 290,000 active; in the data active = inhibition mostly above about 51%, no sharp cut-off; also: some results filed as inactive read as strong as hits
West Nile antiviral – inhibition of WNV-induced cytopathic effect – cell-based, CPE readout (AID 1621); 0.02% of 290,000 active; one-dose CPE inhibition, % at 10 µM; IC50 in µM for titrated hits; West Nile virus-infected cells, CPE inhibition; higher % means a stronger effect; in the data active = a potency from the dose series; also: strong numbers were not always called active
Siah-1 displacement – Siah-1 peptide-binding antagonists, primary screen, biochemical, fluorescence polarization, rhodamine-plectin, uHTS (AID 1817); Siah-1 / rhodamine-plectin peptide fluorescence polarization; higher % means a stronger effect; displacement, % at 20 µM; hits with a dose series show IC50 in µM; 0.02% of 290,000 active;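 active = displacement of at least 50% at 20 µM, with a fluorescence ratio check between 0.3 and a set limit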;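 also: plate controls were Siah plus tracer with DMSO for no effect and tracer alone without Siah for full effect; strong numbers were not always called active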
NTR1 agonist cell count 20 µM – recorded beside NTR1 agonist, whose call it bears; cell count; measured here: cell count, cytotoxicity flag
Dengue-2 NS5 capping pilot replicate – further read-out of Dengue-2 NS5 capping, marked with its call; inhibition, %; measured here: pilot screen replicate inhibition
* hit, by the source's call; i = inactive; / = not tested or not shown; [ ] = another dose, or the depositor's remark. Rows are unselected (roughly 1.6% active in at least one column).

SMILES	RSV CPE inhibition	SV40 large T antigen	Dengue-2 NS5 capping	UTI89 phage lysis	Rac1 GTP hydrolysis	NTR1 agonist	NTR1 agonist cell count 20 µM	AID2073	West Nile antiviral	Siah-1 displacement	others
COc1cc(/C=N/NC(=O)C2C3CCCCC32C)cc(Br)c1O (stereo not drawn)	6.1%	28%	7%	-1.7%[50 µM]	17%	4.2	72	-1%	-0.1%	0%
O=C(Cn1nc(-c2ccc3c(c2)OCCO3)ccc1=O)Nc1ccc(-n2cnnn2)cc1	0.7%	5%	-8%	0.3%	11%	0.2	53	47%	0.4%	0%
Cc1cccc(OCc2nnc(SCn3nnc4ccccc4c3=O)o2)c1	8.0%	8%	2%	3.4%	5%	-0.5	74	5%	-0.5%	-1%
CN(C)CCCNC(=O)/C(=C\c1ccc(-c2ccc(Br)cc2)o1)NC(=O)c1ccccc1	-2.0%	12%	-6%	6.7%	7%	0.1	32	-4%	-1.3%	-1%
COCCCN1C(=O)/C(=C/c2ccc(CNS(=O)(=O)c3ccccc3)o2)C(C(=O)OC)=C1C	-0.1%	6%	-15%	-0.2%	2%	-0.5	54	33%	0.3%	3%
COc1cc(/C=C(/C#N)c2nc3ccccc3[nH]2)ccc1Oc1ncccc1[N+](=O)[O-]	-0.4%	-1%	3%	2.2%[50 µM]	1%	2.8	42	39%	0.4%	14%
COCCN1C(=O)N[C@@H](c2cccs2)C(C(=O)OC)=C1C	0.5%	15%	-2%	-0.8%	2%	6.4	83	-1%	0.5%	3%
CC(CNC(=O)COc1ccccc1)OC(=O)Nc1ccc(Cl)c(Cl)c1 (stereo not drawn)	4.3%	-4%	-8%	i	2%	0.6	31	1%	-2.2%	3%
Cc1cccc(NCc2cc(Cl)ccc2O)n1	1.1%	11%	-4%	0.1%	2%	-1.1	42	0%	-0.9%	6%
Cc1cccc(OCCNc2ccc(C(F)(F)F)cc2[N+](=O)[O-])c1	1.7%	7%	4%	-0.7%	-4%	3.4	53	0%	-0.7%	13%
CC1CCN(CC(=O)N2CCCc3c2c(=O)oc2ccc(OCc4ccccc4)cc32)CC1	2.0%	2%	2%	0.6%	3%	9.6	34	4%	0.6%	1%
C#Cc1ccc([C@@H]2C=C(C(=O)NC3CC3)O[C@H](OCCCCO)C2)cc1	1.6%	10%	-11%	-1.3%	10%	1.3	41	5%	1.0%	2%
CN(C)Cc1c(C(=O)N/N=C/C2CC=CCC2)nnn1-c1nonc1N (stereo not drawn)	2.4%	8%	-6%	0.3%	6%	-1.3	49	21%	0.1%	0%
Clc1ccc(-n2nnnc2-c2cnc(-c3ccccn3)nc2-c2cccs2)cc1	16%	15%	-3%	0.0%	6%	5.9	83	-3%	-0.4%	-9%
CC(C)=CCc1c(O)cc(O)c2c1OC(c1ccc(O)cc1)CC2=O (stereo not drawn)	-1.1%	7%	1%	-6.9%	-2%	6.3	83	/	0.2%	/
Cc1ccc(C2NC(=NCc3ccccc3)Nc3nc(C)cc(=O)n32)cc1 (stereo not drawn)	/	12%	4%	0.0%	13%	0.1	65	11%	0.0%	-5%
CCN(CC(=O)Nc1ccc(OC)cc1)C(=O)c1ccc(Cl)c(S(=O)(=O)N2CCCC2)c1	1.3%	/	0%	1.2%[50 µM]	3%	0.6	70	/	/	/
CC1CN(C(=O)CSc2nc(N)cc(N)n2)CC(C)O1 (stereo not drawn)	-0.3%	/	5%	0.8%[50 µM]	3%	-2.2	50	/	/	/
O=C(Cn1cnc2c(nnn2-c2ccc(F)cc2)c1=O)NCC1CCCO1 (stereo not drawn)	1.7%	-1%	0%	0.0%	9%	0.0	49	0%	0.1%	0%
Cc1ccc(S(=O)(=O)NNC(=O)C2COc3ccccc3O2)cc1C (stereo not drawn)	-1.3%	9%	2%	0.3%	10%	-0.6	44	-8%	-0.1%	-8%
COc1cccc(/C=N/Nc2ccc([N+](=O)[O-])cc2)c1O	11%	4%	-39%	0.1%	6%	4.7	45	10%	-0.5%	1%
Cc1ccc(OCCC(=O)OCC(=O)C(C)(C)C)cc1	-0.3%	5%	12%	3.8%	8%	-0.2	23	-4%	0.1%	-1%
COC(=O)/C(C(C)=O)=C(\C=C\N(C)C)N(C)C	0.8%	7%	-3%	8.5%	0%	-0.6	53	23%	1.3%	0%
CC(C)(C)NC(=O)/C(=C\C=C\c1ccccc1)NC(=O)c1ccc([N+](=O)[O-])cc1	0.8%	10%	-6%	0.3%	13%	-0.2	93	4%	-1.6%	-4%
CCOn1c(=O)c(-c2ccc(Cl)cc2)[n+]([O-])c2ccccc21	5.7%	-2%	-5%	0.2%	3%	0.0	81	1%	-0.3%	-2%

No new results follow: an excerpt of the list.
SMILES	RSV CPE inhibition	SV40 large T antigen	Dengue-2 NS5 capping	UTI89 phage lysis	Rac1 GTP hydrolysis	NTR1 agonist	NTR1 agonist cell count 20 µM	AID2073	West Nile antiviral	Siah-1 displacement	others
COc1cc(/C=N/NC(=O)C2C3CCCCC32C)cc(Br)c1O (stereo not drawn)	6.1%	28%	7%	-1.7%[50 µM]	17%	4.2	72	-1%	-0.1%	0%
O=C(Cn1nc(-c2ccc3c(c2)OCCO3)ccc1=O)Nc1ccc(-n2cnnn2)cc1	0.7%	5%	-8%	0.3%	11%	0.2	53	47%	0.4%	0%
Cc1cccc(OCc2nnc(SCn3nnc4ccccc4c3=O)o2)c1	8.0%	8%	2%	3.4%	5%	-0.5	74	5%	-0.5%	-1%
CN(C)CCCNC(=O)/C(=C\c1ccc(-c2ccc(Br)cc2)o1)NC(=O)c1ccccc1	-2.0%	12%	-6%	6.7%	7%	0.1	32	-4%	-1.3%	-1%
COCCCN1C(=O)/C(=C/c2ccc(CNS(=O)(=O)c3ccccc3)o2)C(C(=O)OC)=C1C	-0.1%	6%	-15%	-0.2%	2%	-0.5	54	33%	0.3%	3%
COc1cc(/C=C(/C#N)c2nc3ccccc3[nH]2)ccc1Oc1ncccc1[N+](=O)[O-]	-0.4%	-1%	3%	2.2%[50 µM]	1%	2.8	42	39%	0.4%	14%
COCCN1C(=O)N[C@@H](c2cccs2)C(C(=O)OC)=C1C	0.5%	15%	-2%	-0.8%	2%	6.4	83	-1%	0.5%	3%

(list continues)
SMILES	RSV CPE inhibition	SV40 large T antigen	Dengue-2 NS5 capping	UTI89 phage lysis	Rac1 GTP hydrolysis	NTR1 agonist	NTR1 agonist cell count 20 µM	AID2073	West Nile antiviral	Siah-1 displacement	others
CCOc1ccccc1OCCCNCc1ccccc1	0.3%	3%	0%	0.3%	29%	1.9	58	3%	-0.9%	4%	Dengue-2 NS5 capping pilot replicate=1.8
COCc1nnc(NC(=O)c2ccc(S(=O)(=O)N(CC(C)C)CC(C)C)cc2)o1	5.9%	14%	-4%	0.0%	-33%	-1.3	84	6%	-1.2%	-6%
Cc1onc(-c2ccccc2)c1C(=O)N1CCN(C(=O)c2ccco2)CC1	1.0%	-1%	10%	1.6%	6%	0.2	49	-1%	1.6%	7%
Cc1ccc(CN2CCC(CNS(=O)(=O)c3ccc(-c4ccc(=O)[nH]n4)s3)CC2)cc1	/	3%	4%	0.8%	-3%	-0.3	46	-10%	-0.2%	-4%
CCOC(=O)c1c(NC(=O)C2=C(C)NC(=S)NC2c2ccccc2C(F)(F)F)sc(C)c1C (stereo not drawn)	14%	9%	-12%	0.4%[50 µM]	8%	5.5	47	-8%	-0.2%	-5%
CCN1C(=O)N[C@@H](c2ccc(Br)cc2)C(C(C)=O)=C1C	0.6%	3%	1%	0.6%	7%	-1.9	92	/	-0.4%	/
Cc1cc([N+](=O)[O-])nn1CC(=O)Nc1cccc2nonc12	0.4%	9%	-3%	0.2%	3%	-0.1	51	35%	-0.1%	-8%
CC(C)(CNC(=O)C1CCCC1)CNC(=O)C1CCCC1	1.4%	4%	-2%	0.2%	2%	0.2	90	-16%	-0.5%	-2%
COc1ccc(Cl)cc1N(CC(=O)N1CCN(Cc2ccccc2)CC1)S(C)(=O)=O	0.8%	14%	-2%	0.3%	9%	2.7	67	14%	-0.5%	5%
Cc1ccc(C(=O)CCC(=O)OCC(=O)Nc2c(C)nn(-c3ccccc3)c2C)cc1	-0.1%	5%	3%	0.8%[50 µM]	1%	0.7	59	/	/	/
O=C(CSc1ncn(-c2ccccc2)n1)Nc1nc2c(s1)CCCC2	7.2%	-1%	-11%	2.2%	12%	4.8	53	6%	-0.5%	2%
COc1ccc(-n2ncc3c2CC(C)(C)CC3NC(=O)CN2CCOC2=O)cc1 (stereo not drawn)	0.2%	6%	-15%	0.1%	5%	-0.5	42	-2%	0.1%	-6%
COCCNC(=O)c1ccc2c(Cl)c3c(nc2c1)CCC3	1.5%	4%	5%	0.3%	7%	3.1	74	1%	-0.2%	-3%
C/C(=N\O)c1sc(-c2ccccc2)nc1C	/	12%	0%	0.0%	9%	/	/	14%	-0.6%	2%
CCN(CC)S(=O)(=O)c1cc(C)c(C)cc1Br	3.7%	-8%	1%	4.2%	5%	-1.1	68	17%	0.1%	-2%
Cc1cccc(CSCc2nnc(N)s2)c1	0.7%	1%	-11%	-0.2%	-3%	-0.6	82	-13%	0.1%	-2%
NN1C(=O)c2cccc3c(C(=O)O)ccc(c23)C1=O	2.0%	1%	0%	1.2%[50 µM]	1%	1.4	38	4%	-0.2%	3%
CC(OC(=O)CCN=C1NS(=O)(=O)c2ccccc21)C(=O)Nc1ccc(S(N)(=O)=O)cc1 (stereo not drawn)	0.4%	/	-5%	0.4%[50 µM]	5%	-1.0	87	/	/	/

Sorted by number of heavy atoms (lowest first): 3 of the compounds above.
SMILES	RSV CPE inhibition	SV40 large T antigen	Dengue-2 NS5 capping	UTI89 phage lysis	Rac1 GTP hydrolysis	NTR1 agonist	NTR1 agonist cell count 20 µM	AID2073	West Nile antiviral	Siah-1 displacement	others
Cc1onc(-c2ccccc2)c1C(=O)N1CCN(C(=O)c2ccco2)CC1	1.0%	-1%	10%	1.6%	6%	0.2	49	-1%	1.6%	7%
COc1ccc(-n2ncc3c2CC(C)(C)CC3NC(=O)CN2CCOC2=O)cc1 (stereo not drawn)	0.2%	6%	-15%	0.1%	5%	-0.5	42	-2%	0.1%	-6%
Cc1ccc(C(=O)CCC(=O)OCC(=O)Nc2c(C)nn(-c3ccccc3)c2C)cc1	-0.1%	5%	3%	0.8%[50 µM]	1%	0.7	59	/	/	/
